# Compound activity as filed in PubChem.
# XBP1 UPR activ: activators of adaptive arm of unfolded protein response (XBP1). CHO-XBP1 luciferase reporter, IRE1-XBP1 UPR activation, luminescence; percent of tunicamycin response, DMSO as zero. activation, % at 20 µM. 330,000 tested, 0.33% active;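 active means versus positive control, 20 µM dose yields 30% or more activation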;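 further: 100% = tunicamycin at 10 µg/mL and 0% = DMSO only wells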
#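 Material: CHO-XBP1 cells stably carrying IRE1-XBP1-driven luciferase reporter | Medium: F12 with 10% serum | Compound dosing: 20 µM single concentration, DMSO 1% | Incubation: Overnight seeding at 37 °C, 6 h compound treatment at 37 °C | Detection: Steady-Glo luminescence read | Read-out basis: % activation of reporter signal versus tunicamycin and DMSO controls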
# APJ agonist: activates the human apelin receptor APJ. CHO-K1 APJ PathHunter beta-arrestin, luminescence; 0% DMSO wells, 100% apelin. activation, % at 20 µM. 330,000 tested, 0.11% active;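 active means activation more than six SD over the plate average, tested at 20 µM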;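 further: 0% = DMSO alone and 100% = apelin-13 at 10 nM; some results filed as inactive read as strong as hits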
#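 Test system: CHO-K1 APJ beta-arrestin complementation cell line. Amount: cell density 1000 per well. Controls: DMSO negative, 10 nM Apelin-13 positive. Signal: luminescent beta-gal fragment complementation, chemiluminescent substrate. Read-out basis: agonist-driven arrestin binding to APJ. Timing: compound stimulation 90 min at 25 °C, detection 60 min.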
# GRIN3A LBD mod: modulates the human NR3A ligand-binding domain; NR3A LBD differential scanning fluorimetry, Tm shift; 0% = protein alone, 100% = glycine-bound protein; Tm shift relative to glycine control, % at 25 µM; 340,000 tested, 2.5% active; AID 1259313;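 active means melting temperature shift of at least 10% of the positive control shift, at one fixed dose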
# NALP3 yeast inh: inhibitors of NALP3 inflammasome in yeast | inhibition, % at 10 µM | 330,000 tested, 0.39% active | Yeast reconstituted NLRP3/ASC/caspase-1, beta-gal luminescence, 24 h;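 active means inhibition of 50% or more; inactive means inhibition below 50%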;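 further: plate controls were induced DMSO wells for no effect and uninduced yeast grown without galactose for full effect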
# TIM10 inh: inhibits growth of TIM10 yeast strain | S. cerevisiae TIM10 strain growth, BacTiter-Glo luminescence, 24 h | inhibition, % at 10 µM | 330,000 tested, 1.4% active;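 active means inhibition of 40% or more at the single tested concentration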;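 further: wild-type TIM10 isogenic control strain grown at permissive 25 °C; 0% = DMSO yeast wells and 100% = minimal medium wells without yeast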
# tim10-1 inh: inhibits growth of tim10-1 mutant yeast. AID 463190. S. cerevisiae tim10-1 ts strain growth, BacTiter-Glo, 24 h. 330,000 tested, 2.2% active. inhibition, % at 20 µM;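 active means inhibition of at least 40%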;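 further: mutant grown at 25 °C; 0% = DMSO wells with yeast and 100% = wells holding no yeast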
# tim23-1 inh: tim23-1 yeast growth inhibition; S. cerevisiae tim23-1 growth, BacTiter-Glo luminescence, 24 h; inhibition, % at 20 µM; 330,000 tested, 1.3% active;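 active means growth inhibition of the mutant yeast at or above 50%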;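 further: temperature-sensitive mutant grown at 25 °C; plate controls were DMSO-treated mutant yeast for no effect and medium wells lacking yeast for full effect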
# Mdm2 MdmX PPI: inhibitors of human Mdm2/MdmX interaction. O15151+Q00987. SaOS-2 split-luciferase Mdm2/MdmX complementation, luminescence. inhibition, % at 8 µM. 330,000 tested, 3% active;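 active means inhibition of at least 50% at 8 µM in the primary screen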
# Target sequence (O15151 whole entry, looked up): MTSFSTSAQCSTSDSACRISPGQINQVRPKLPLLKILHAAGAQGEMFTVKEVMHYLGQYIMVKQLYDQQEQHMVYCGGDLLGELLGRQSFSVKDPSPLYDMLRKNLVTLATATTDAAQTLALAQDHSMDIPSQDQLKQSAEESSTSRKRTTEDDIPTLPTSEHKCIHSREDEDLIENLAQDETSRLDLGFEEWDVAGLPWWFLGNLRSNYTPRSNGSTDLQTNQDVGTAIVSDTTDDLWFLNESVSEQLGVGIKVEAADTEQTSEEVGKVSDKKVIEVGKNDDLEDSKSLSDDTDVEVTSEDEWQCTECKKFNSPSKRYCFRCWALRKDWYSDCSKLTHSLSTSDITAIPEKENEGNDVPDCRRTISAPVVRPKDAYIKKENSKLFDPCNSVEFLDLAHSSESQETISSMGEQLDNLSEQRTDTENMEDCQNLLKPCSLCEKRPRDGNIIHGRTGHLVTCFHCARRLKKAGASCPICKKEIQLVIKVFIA
# Target sequence (Q00987 whole entry, looked up): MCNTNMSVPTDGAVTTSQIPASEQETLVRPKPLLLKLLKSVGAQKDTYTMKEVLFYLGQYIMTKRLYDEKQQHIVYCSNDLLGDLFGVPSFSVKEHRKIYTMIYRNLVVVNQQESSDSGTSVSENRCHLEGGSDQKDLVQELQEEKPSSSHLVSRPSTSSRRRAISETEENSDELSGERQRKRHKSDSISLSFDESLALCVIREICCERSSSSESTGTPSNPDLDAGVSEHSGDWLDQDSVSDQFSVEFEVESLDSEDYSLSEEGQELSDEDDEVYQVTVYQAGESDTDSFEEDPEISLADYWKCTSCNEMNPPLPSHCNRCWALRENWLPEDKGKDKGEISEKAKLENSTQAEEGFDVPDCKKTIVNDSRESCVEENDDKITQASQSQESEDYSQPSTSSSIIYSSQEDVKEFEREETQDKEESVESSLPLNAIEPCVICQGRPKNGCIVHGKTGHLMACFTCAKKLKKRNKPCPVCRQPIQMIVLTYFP
# UPR CHOP act: activators of apoptotic arm of unfolded protein response (CHOP). CHO-CHOP luciferase reporter, UPR activation, luminescence; percent of tunicamycin response over DMSO baseline. activation, % at 10 µM. 330,000 tested, 0.34% active. AID 449763;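 active means at 10 µM dose, activation of 40% or more, normalized to positive control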;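 further: 100% = tunicamycin at 10 µg/mL and 0% = DMSO alone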
#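 Dosing – one dose, 10 µM in 0.5% DMSO · System – CHO-CHOP cells, stable luciferase reporter of PERK-eIF2a-CHOP signalling · Input – 500 cells/well · Control set – tunicamycin 10 µg/mL final as positive, DMSO-only wells as negative · Timing – 6 h compound treatment, 37 °C · Measure – % activation vs tunicamycin · Technique – luminescence read with Steady-Glo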
# An asterisk follows results filed as active; . = not tested or not shown.
SMILES,XBP1 UPR activ,APJ agonist,GRIN3A LBD mod,NALP3 yeast inh,TIM10 inh,tim10-1 inh,tim23-1 inh,Mdm2 MdmX PPI,UPR CHOP act
CCN1CCN(C(=S)NCCc2ccccc2)CC1,0,-4,-1,24,-13,18,-11,17,-1.2
O=C1CCC([N+](=O)[O-])C(c2ccc3c(c2)OCO3)N1 (centres undefined),1,-2,-1,-1,-2,7,-1,19,0.0
Cc1ccc(NC(=O)C(C)OC(=O)c2ccc(NS(=O)(=O)c3ccc(F)c(F)c3)cc2)cc1 (centres undefined),-2,-3,28*,4,-4,-6,-1,18,3.1
C/C(=N\NC(=O)CCCNc1cccc(C)c1)c1ccncc1,3,-1,-3,-5,4,1,10,-26,2.3
COc1ccccc1CCNS(=O)(=O)c1c(C)n(C)c(=O)n(C)c1=O,0,-2,-1,8,0,-11,7,-18,-0.5
N#Cc1ccc(Oc2cc(C(F)(F)F)nc(-c3ccccn3)n2)cc1,-1,-5,2,18,6,15,23,11,-0.3
CCNC(=S)N/N=C(\C)c1cccc(C(F)(F)F)c1,1,-2,1,-39,25,-3,43,20,-1.2
O=C(c1cccc(F)c1)N1CCN(C(=O)c2cc(-c3ccc(Cl)cc3Cl)on2)CC1,1,-1,-6,22,25,32,29,27,0.8
CCc1ccc(S(=O)(=O)NCc2cccs2)cc1,-5,11,-2,23,10,21,20,13,-0.3
CCN(CC)S(=O)(=O)c1ccc(C(=O)NCc2ccc3[nH]c4c(c3c2)CCCC4)cc1,0,6,-5,15,-3,17,18,11,-1.5
CC(=O)c1cc2c(C)cc(=O)oc2cc1O,-4,4,-3,6,-8,-11,-8,27,-0.1
COc1ccc2oc(=O)cc(-c3cc4cccc(OC)c4o3)c2c1,4,2,6,19,-3,3,5,37,-1.3
COc1ccccc1N1CCN(CCN2C(=O)C3CCCCN3C2=O)CC1 (centres undefined),0,-2,0,1,0,20,11,-5,3.5
Cc1nc2c(-c3ccc(F)cc3)c(C)nn2c(C)c1CCC(=O)Nc1ccccc1,-2,-3,-1,4,18,17,3,24,1.6
O=C(c1ccc(NS(=O)(=O)c2cccc3cccnc23)cc1)N1CCCCC1,5,-2,-2,-1,6,-5,14,1,0.0
C=C1c2ccccc2NC(=S)N1Cc1ccc2c(c1)OCO2,4,-4,-3,21,-2,18,7,-6,0.5
Cc1ccc(-c2nnn(CC(=O)N(CC3CCCO3)C(C(=O)NC3CCCCC3)c3ccc(F)cc3)n2)o1 (centres undefined),1,-4,1,2,-14,11,-11,10,0.4
CN1CCN(S(=O)(=O)c2ccc(NC(=O)Cc3cccs3)cc2)CC1,-2,2,-1,-5,-3,2,15,7,-1.1
c1cnc2nc(-c3ccc4c(c3)OCO4)cn2c1,-1,2,1,23,29,31,33,-26,1.8
CC(C(=O)O)C(=O)O,-5,8,-5,19,6,5,5,-11,1.2
Nc1nc(Cl)nc2ccc(Br)cc12,3,-2,-1,7,13,12,-5,43,-1.6
O=[N+]([O-])c1ncccc1OCc1ccc(Cl)c(Cl)c1,0,-1,-8,27,29,22,18,-45,3.4
COc1ccc(N2CCCn3c2nc2c3c(=O)n(Cc3ccccc3F)c(=O)n2C)c(OC)c1,-2,1,0,1,15,23,18,26,1.5
Cc1cc(C)c(CN2CCN(C(=O)Cn3cnc4c(NCc5ccccc5)ncnc43)CC2)c(C)c1,3,.,0,.,9,10,92*,29,7.1
Cc1ccc2oc(=O)c3cc(C(=O)NCCCN4CCCCCC4)sc3c2c1,4,-5,-3,2,17,13,9,14,0.0
# The results go on.
SMILES,XBP1 UPR activ,APJ agonist,GRIN3A LBD mod,NALP3 yeast inh,TIM10 inh,tim10-1 inh,tim23-1 inh,Mdm2 MdmX PPI,UPR CHOP act
Cc1ccc(C(=O)NNC(=O)c2ccncc2)cc1S(=O)(=O)N1CCOCC1,-3,-2,2,12,-4,-19,-5,15,0.4
Cc1nn(Cc2cccc(C(=O)Nc3ccn(Cc4ccccc4F)n3)c2)c(C)c1[N+](=O)[O-],1,0,-6,0,1,-9,-11,26,-1.8
O=S(=O)(c1ccccc1)N1CCN(C(=S)NCCCN2CCOCC2)CC1,0,-3,-2,11,11,3,4,15,0.8
COc1ccccc1CNC(=O)c1cn(C)c2ccc(S(=O)(=O)N3CCCCC3)cc2c1=O,10,-2,.,14,1,-23,-19,25,0.4
Cc1cccc2c(=O)cc(C(F)(F)F)[nH]c12,0,-1,-1,-2,-14,-6,15,38,-0.7
CCNC(=O)CC1C(=O)N(c2ccccc2)C(=O)N1CCc1ccc(OC)cc1 (centres undefined),2,0,1,-2,9,11,16,7,-2.6
COc1ccc(OC)c(-c2[nH]nc3c2C(c2ccco2)C(C#N)=C(N)O3)c1 (centres undefined),-3,2,0,-15,16,24,29,3,0.4
CCOC(=O)N1CCN(C(=O)CCCOc2ccccc2)CC1,-3,-1,-16,15,2,-5,-4,-6,1.2
O=C(CN(C(=O)CCC(=O)Nc1ccccn1)c1cccc(F)c1)NCc1ccco1,0,1,1,10,12,-3,12,8,0.1
Cc1nc2ccccc2n1CCN1CCOCC1,-3,2,1,0,-17,-14,-5,-9,-2.5
CCc1sc(C(=O)N2CCN(c3ccc(F)cc3)CC2)cc1C,-2,-2,3,-12,30,9,34,-12,2.8
Cc1cc(Cl)c(S(=O)(=O)N2CCCCCC2)cc1OCC(=O)NC1CCCCC1,0,6,-5,17,24,23,27,32,1.5
CCOCCSc1nc2c(c(=O)[nH]c(=O)n2C)n1CCCc1ccccc1,0,-3,-2,14,6,23,15,-5,0.2
CCS(=O)(=O)c1ccc(C(=O)Nc2ccccc2)c(Cl)c1Cl,-3,-2,1,34,-6,12,26,13,1.3
CCCCNC(=O)Nc1ccon1,-1,-5,-1,-10,3,7,-1,7,-1.3
COc1ccccc1N1C(=O)N(C(C)=O)C2C1Nc1ccccc1N2C (centres undefined),-3,11,-1,-9,16,23,25,8,-1.3
CCOC(=O)c1c(C)[nH]c(C(=O)OC(C)C(=O)Nc2ccccc2OC)c1C (centres undefined),-6,4,-4,17,25,11,21,32,1.1
CSc1ccccc1NC(=O)c1cc(-c2cccs2)on1,5,-3,0,19,12,16,4,-40,6.6
O=C(Nc1ccccc1Cl)NC1(C(=O)N2CCOCC2)CCCCC1,-1,-2,1,10,3,0,-3,5,1.4
COn1c(=O)c(=O)n(OC)c2ccccc21,-1,-2,-1,8,-2,12,0,-15,0.6
COC(=O)NC1CSCC1OC(=O)CN1C(=O)c2ccccc2C1=O (centres undefined),0,-1,-1,15,-5,-6,-1,19,-0.2
Cc1ccoc1C(=O)Nc1ccc2ccccc2c1,-9,3,6,31,29,31,54*,-104,0.8
CC(OC(=O)CCCNC(=O)c1ccc(Cl)cc1)C(=O)N(C)Cc1ccccc1 (centres undefined),-3,0,-1,9,-10,3,4,19,-0.7
CC(C)c1ccc(NC(=S)NN(c2ccccc2)c2ccccc2)cc1,1,1,3,13,25,16,30,-19,0.4
COc1ccccc1Oc1coc2c(CN(C)C)c(O)ccc2c1=O,-2,0,-2,12,-4,11,24,10,-3.4
COC(=O)c1ccc(CNC(=O)CCNC(=O)c2ccco2)cc1,-2,-3,0,1,9,-11,-8,12,-1.6
COc1cc(OC)c2c(-c3cccc(-c4ccc(OC(F)(F)F)cc4)c3)cc(=O)oc2c1,2,.,0,.,-2,-5,24,18,1.8
Cc1cc(OCC(=O)C(C)(C)C)c2c(C)c(C)c(=O)oc2c1,-11,-5,0,13,-29,-7,1,40,0.2
COc1ccc(-n2c(O)c(/C=N/NS(=O)(=O)c3cccc([N+](=O)[O-])c3)c3ccccc3c2=O)cc1OC,-1,-5,-22,23,-5,4,15,-8,-2.3

# 3 compounds picked at random from those above, as already listed:
SMILES,XBP1 UPR activ,APJ agonist,GRIN3A LBD mod,NALP3 yeast inh,TIM10 inh,tim10-1 inh,tim23-1 inh,Mdm2 MdmX PPI,UPR CHOP act
CCNC(=O)CC1C(=O)N(c2ccccc2)C(=O)N1CCc1ccc(OC)cc1 (centres undefined),2,0,1,-2,9,11,16,7,-2.6
CC(C)c1ccc(NC(=S)NN(c2ccccc2)c2ccccc2)cc1,1,1,3,13,25,16,30,-19,0.4
Cc1cccc2c(=O)cc(C(F)(F)F)[nH]c12,0,-1,-1,-2,-14,-6,15,38,-0.7

# An excerpt of the results above, as a working copy:
SMILES,XBP1 UPR activ,APJ agonist,GRIN3A LBD mod,NALP3 yeast inh,TIM10 inh,tim10-1 inh,tim23-1 inh,Mdm2 MdmX PPI,UPR CHOP act
Cc1nn(Cc2cccc(C(=O)Nc3ccn(Cc4ccccc4F)n3)c2)c(C)c1[N+](=O)[O-],1,0,-6,0,1,-9,-11,26,-1.8
O=S(=O)(c1ccccc1)N1CCN(C(=S)NCCCN2CCOCC2)CC1,0,-3,-2,11,11,3,4,15,0.8
COc1ccccc1CNC(=O)c1cn(C)c2ccc(S(=O)(=O)N3CCCCC3)cc2c1=O,10,-2,.,14,1,-23,-19,25,0.4
Cc1cccc2c(=O)cc(C(F)(F)F)[nH]c12,0,-1,-1,-2,-14,-6,15,38,-0.7
CCNC(=O)CC1C(=O)N(c2ccccc2)C(=O)N1CCc1ccc(OC)cc1 (centres undefined),2,0,1,-2,9,11,16,7,-2.6
COc1ccc(OC)c(-c2[nH]nc3c2C(c2ccco2)C(C#N)=C(N)O3)c1 (centres undefined),-3,2,0,-15,16,24,29,3,0.4
CCOC(=O)N1CCN(C(=O)CCCOc2ccccc2)CC1,-3,-1,-16,15,2,-5,-4,-6,1.2
O=C(CN(C(=O)CCC(=O)Nc1ccccn1)c1cccc(F)c1)NCc1ccco1,0,1,1,10,12,-3,12,8,0.1
Cc1nc2ccccc2n1CCN1CCOCC1,-3,2,1,0,-17,-14,-5,-9,-2.5
CCc1sc(C(=O)N2CCN(c3ccc(F)cc3)CC2)cc1C,-2,-2,3,-12,30,9,34,-12,2.8
Cc1cc(Cl)c(S(=O)(=O)N2CCCCCC2)cc1OCC(=O)NC1CCCCC1,0,6,-5,17,24,23,27,32,1.5
CCOCCSc1nc2c(c(=O)[nH]c(=O)n2C)n1CCCc1ccccc1,0,-3,-2,14,6,23,15,-5,0.2
CCS(=O)(=O)c1ccc(C(=O)Nc2ccccc2)c(Cl)c1Cl,-3,-2,1,34,-6,12,26,13,1.3
